# Bioassay records deposited in PubChem by Sanford-Burnham Center for Chemical Genomics.
# PfG6PD inh: PfG6PD enzyme inhibitors, primary screen, biochemical, fluorescence intensity, uHTS | glucose-6-phosphate dehydrogenase-6-phosphogluconolactonase (Plasmodium falciparum 3D7) | PfGluPho enzyme, NADPH resazurin-diaphorase fluorescence | inhibition, % at 20 µM | 350,000 tested, 0.78% active | AID 504690, 2011;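 active means inhibition reaching at least a set limit at 20 µM in the primary screen, cut at about 59% in these data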;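 further: 0% = DMSO wells with substrate and 100% = DMSO wells lacking glucose-6-phosphate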
# NR3A LBD binder: binders of NR3A ligand-binding domain, primary screen, biophysical, differential scanning fluorimetry, uHTS; 340,000 tested, 2.5% active; Tm shift relative to glycine control, % at 25 µM; Glutamate receptor ionotropic, NMDA 3A (GRIN3A) ligand-binding domain; NR3A LBD differential scanning fluorimetry, Tm shift; 0% = protein alone, 100% = glycine-bound protein;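 active means melting temperature shift of at least 10% of the positive control shift, at one fixed dose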
# SENP1 FRET inh: human SENP1 catalytic domain inhibitors, primary screen, biochemical, FRET, uHTS | recombinant SENP1 catalytic domain, CyPet-SUMO1-YPet FRET cleavage | inhibition, % at 10 µM | 360,000 tested, 0.21% active;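 active means inhibition at least 30% at 10 µM, raw YFP signal under a set limit, fluorescence ratio 0.5 to 1.5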;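 further: 0% = enzyme with DMSO and 100% = no enzyme wells; some results filed as inactive read as strong as hits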
#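 Compound: 10 µM single point, 0.5% DMSO; Test system: hSENP1 catalytic domain, recombinant; Timing: 50 min reaction at room temperature; Technique: FRET, CFP and YFP emission; Control set: no-enzyme wells low, DMSO-plus-enzyme wells high control.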
# MPTP inh: mitochondrial permeability transition pore inhibitors, primary screen, biochemical, isolated mouse mitochondria, absorbance. 360,000 tested, 1.4% active. inhibition, % at 10 µM. Ca2+ swelling absorbance, 30 min. AID 602449, 2012;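 active means inhibition of 50% or more, scaled per plate between neutral and stimulator controls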;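 further: 0% = DMSO wells given calcium and 100% = 1 mM EGTA wells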
# SENP8 inh: human SENP8 protease inhibitors, primary screen, biochemical, fluorescence, Nedd8 protein substrate, uHTS. 360,000 tested, 0.64% active. recombinant SENP8. inhibition, % at 20 µM. Sentrin-specific protease 8 (Homo sapiens), Q96LD8; in the data active means inhibition mostly above about 40%, no sharp cut-off; inactive means mostly below about 27%
# Target sequence (Q96LD8 whole entry, looked up): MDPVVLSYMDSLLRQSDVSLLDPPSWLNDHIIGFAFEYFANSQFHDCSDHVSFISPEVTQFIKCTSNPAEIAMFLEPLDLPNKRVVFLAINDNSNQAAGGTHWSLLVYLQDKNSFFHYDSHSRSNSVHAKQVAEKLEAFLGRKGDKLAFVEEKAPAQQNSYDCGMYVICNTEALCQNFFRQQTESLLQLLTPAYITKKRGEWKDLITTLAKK
# hIAP activ: human IAP activators, primary screen, biochemical, luminescence, uHTS; Intestinal-type alkaline phosphatase (Homo sapiens), P09923; purified human IAP, CDP-Star luminescence, 30 min; hits give high values; 1 = vehicle-only enzyme, 0 = enzyme-free background; activation factor at 10 µM; 330,000 tested, 0.16% active; AID 2524, 2010;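 active means activation factor of the enzyme at least 2-fold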; further: the source names both 10 and 20 µM as test concentration; values of inactives mirror those of a sister screen read the other way
# ATG4B inhibitor: ATG4B protease inhibitors, primary screen, biochemical, fluorescence, uHTS; Cysteine protease ATG4B (Homo sapiens), Q9Y4P1; ATG4B cleavage of LC3-PLA2, NBD-HPC fluorescence, 1 h; inhibition, % at 8.33 µM; 340,000 tested, 0.51% active; in the data active means inhibition above about 40%
# Target sequence (Q9Y4P1 whole entry, looked up): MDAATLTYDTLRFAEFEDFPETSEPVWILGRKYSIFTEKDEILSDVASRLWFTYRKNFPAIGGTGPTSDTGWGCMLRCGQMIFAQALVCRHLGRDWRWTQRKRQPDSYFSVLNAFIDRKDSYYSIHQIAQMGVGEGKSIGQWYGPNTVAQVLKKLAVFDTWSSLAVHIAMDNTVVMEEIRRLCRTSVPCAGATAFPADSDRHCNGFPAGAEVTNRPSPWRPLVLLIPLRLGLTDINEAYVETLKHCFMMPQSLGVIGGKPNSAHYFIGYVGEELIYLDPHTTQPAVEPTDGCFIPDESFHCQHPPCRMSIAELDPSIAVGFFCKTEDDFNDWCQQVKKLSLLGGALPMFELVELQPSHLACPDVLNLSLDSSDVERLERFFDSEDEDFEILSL
# SENP6 block: SENP6 protease inhibitors, primary screen, biochemical, luminescence, uHTS; Recombinant SENP6 catalytic domain, aminoluciferin luminescence; inhibition, % at 10 µM; 330,000 tested, 1.8% active; AID 2599, 2010;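 active means inhibition above about 50% at the single tested dose, limit read from the data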;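 further: plate controls were DMSO wells with enzyme for no effect and DMSO wells lacking enzyme for full effect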
# Target sequence (Q9GZR1 628-1112 limits assumed): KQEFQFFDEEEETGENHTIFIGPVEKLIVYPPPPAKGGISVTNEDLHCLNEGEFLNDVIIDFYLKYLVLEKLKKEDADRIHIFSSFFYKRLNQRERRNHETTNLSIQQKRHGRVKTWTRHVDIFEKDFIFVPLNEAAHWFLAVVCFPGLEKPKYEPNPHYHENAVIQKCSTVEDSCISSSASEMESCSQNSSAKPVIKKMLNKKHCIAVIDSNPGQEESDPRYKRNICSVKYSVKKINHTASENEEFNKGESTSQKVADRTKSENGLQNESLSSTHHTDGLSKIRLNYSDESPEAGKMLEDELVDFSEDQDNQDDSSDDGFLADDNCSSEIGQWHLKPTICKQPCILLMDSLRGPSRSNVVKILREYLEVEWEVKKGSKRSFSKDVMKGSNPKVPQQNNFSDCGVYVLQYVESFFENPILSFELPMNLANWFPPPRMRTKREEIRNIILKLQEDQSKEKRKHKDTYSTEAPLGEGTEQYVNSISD
# Starred values were filed as active, the others as inactive; . = no result given.
SMILES,PfG6PD inh,NR3A LBD binder,SENP1 FRET inh,MPTP inh,SENP8 inh,hIAP activ,ATG4B inhibitor,SENP6 block
Cc1cc(C)c(NS(=O)(=O)c2ccc3c(c2)NC(=O)CC(=O)N3)c(C)c1,-4,-2,0,0.8,15,1,-11,-21
Cc1oc(C(C)(C)C)cc1C(=O)Nc1cccc(/C=C\C(=O)O)c1,-23,1,-1,-0.5,9,0.99,1,-4
CCOc1cc(S(=O)(=O)n2c(C)nc3ccccc32)ccc1F,-21,4,3,1.5,23,1.3,4,1
CN(C)CCNC(=O)Nc1cccc(Cl)c1Cl,-19,1,1,-0.1,13,1.1,-12,-4
O=C(COC(=O)[C@@H]1CCCN1S(=O)(=O)c1ccccc1F)Nc1ccc(OC(F)F)cc1,6,1,2,0.1,-2,0.98,1,-5
CCCn1c2ccccc2c2cnn(CC(=O)NC3CCCCC3C)c(=O)c21 (stereo not given),-5,-1,0,0.8,0,1.1,0,1
CSc1nc(-c2ccco2)nn1C(=O)c1ccccc1,2,2,3,-3.6,24,1.1,-1,-31
Cc1ccc(NS(=O)(=O)c2c(C(=O)N3CCCCCC3)c(C)n(C)c2C)c(C)c1,-5,-6,0,-0.4,14,1.2,-14,-1
CCC[C@@H]1CCCC/C=C\CCCC(=O)OCCN1C(=O)OC(C)(C)C,-17,4,3,-1.3,13,0.91,5,0
COc1cc(C(=O)N2CCN(C/C=C/c3ccccc3)CC2)cc(OC)c1OC,-12,-1,-2,-0.9,10,1,-13,-16
N#CCCN(C(=O)COC(=O)c1cccc(S(=O)(=O)Nc2ccc([N+](=O)[O-])cc2)c1)c1ccccc1,-59,2,-5,8.9,18,0.93,-10,12
Nn1c(SCC(=O)Nc2ccc3c(c2)OCCO3)nnc1C(F)(F)F,8,0,-9,2.3,28,1,-1,-9
CC(c1ccccc1F)n1cc(C(=O)NCc2ccncc2)nn1 (stereo not given),-12,4,0,-0.1,19,1.1,-8,-1
COc1ccc(NCC(O)Cn2c(C)c(C)c3ccccc32)cc1 (stereo not given),27,-6,0,-0.8,9,0.97,-12,3
CC1=C(CCN2CCN(C(C)C)C(CCO)C2)C(C)(C)CCC1 (stereo not given),-21,-1,-1,-1.7,12,0.88,7,-20
COc1cc(CC(=O)OCC(=O)NCC(C)C)cc(OC)c1OC,2,0,2,-4.9,11,1,-4,0
C[C@H](O)[C@@H]1C(=O)N2CCc3ccc(-c4ccccc4)cc3[C@@H]2C[C@@H]1N(C)C(=O)Nc1cc(Cl)cc(Cl)c1,4,4,-1,2.5,-8,.,-4,.
CCCS(=O)(=O)N1CCc2ccc(NC(=O)C3CCCO3)cc2C1 (stereo not given),-2,5,-3,-3.3,-5,0.97,-4,5
O=C(COc1ccc(C(=O)NCC2CCCO2)cc1)Nc1cccc(C(F)(F)F)c1 (stereo not given),-2,1,1,-0.6,10,1.1,-3,-18
COc1ccc(C#Cc2cnc3c(c2)C(=O)N([C@@H](C)CO)C[C@@H](C)[C@@H](CN(C)CC2CCOCC2)O3)cc1,8,.,-22,0.4,-88,.,.,.
O=[N+]([O-])c1ccc(Oc2ccc(-c3cnc4ccccc4n3)cc2[N+](=O)[O-])cc1,2,-8,4,2.6,2,0.87,-1,-3
O=C(CSc1nnc(Cn2cnc3ccccc32)o1)c1ccccc1,18,1,0,11,16,1,-1,1
CCOc1ccc2c(c1)C(=O)c1cc(OCC(=O)O)ccc1-2,0,-1,1,0.6,18,1.2,6,14
COc1ccc(Cl)cc1NC(=O)Nc1cn(C)nc1C,24,-1,-1,2.4,6,0.93,-4,-22
CC(=O)N1c2ccc(S(=O)(=O)NCCc3ccccc3)cc2CC1C (stereo not given),-1,0,2,6.3,14,1,-6,9
COc1ccc(C(=O)CCC(=O)Nc2cccnc2)c(OC)c1,-16,-1,9,0.5,12,1.1,-5,-16
Cc1cccc(NC(=O)c2cc(-c3ccccn3)nc3ccccc23)c1C,10,1,2,-2.4,6,1.1,-2,-4
O=C(O)CCC(=O)Nc1ccc(N2CCOCC2)cc1,-1,-1,1,-3.1,12,0.9,0,-6
Cc1cccc(NS(=O)(=O)c2ccc(Cl)cc2)n1,-21,1,-2,-1.0,-363,1.1,8,3
CC1CC(C)CN(C(=O)COC(=O)CNC(=O)C23CC4CC(CC(C4)C2)C3)C1 (stereo not given),-6,0,3,1.5,-3,0.9,6,1
Cc1cc(C)c(S(=O)(=O)NCCc2ccccc2)c(C)c1,33,-2,0,1.3,8,1,-8,4
Cc1cccc(NC(=O)C2(c3cccs3)CCOCC2)c1,-2,0,2,18,4,0.81,-9,4
C=CCN=C(C)C1=C(O)C(C)OC1=O (stereo not given),2,0,2,-1.2,14,0.93,0,-26
Clc1ccc(-c2n[nH]c3c2CCC3)cc1Cl,-12,-4,-1,0.8,27,1.1,0,36
Cc1ccc(/C=C/C(=O)C2C(=O)c3ccccc3C2=O)cc1,-15,-4,3,-1.9,13,0.86,-8,-18
O=C(c1cccc(S(=O)(=O)N2CCCCC2)c1)N1CCN(Cc2ccccc2)CC1,-15,-4,-1,-1.8,5,0.94,-5,-3
O=C(Nc1ccc2c(c1)OCCO2)Nc1ccc2c(c1)OCO2,25,-38,1,2.3,4,0.91,-2,71*
COc1ccc(/C=C/C(=O)NCCN=C2NS(=O)(=O)c3ccccc32)cc1,14,-4,1,0.9,11,0.8,-14,-16
Cc1c(C(=O)Nc2c(N)nc(SCC(=O)NCC3CCCO3)[nH]c2=O)cccc1[N+](=O)[O-] (stereo not given),5,2,0,-1.5,6,0.8,1,0
Cc1ccc(OCC(=O)NCc2n[nH]c(=O)c3ccccc23)cc1,12,0,0,-1.8,8,1.1,-6,-3
O=c1ccccn1Cc1ccccc1F,-5,5,2,0.6,11,0.95,-6,11
COc1ccc(OCCC(=O)OCC(=O)NC(=O)NC(C)C)cc1,2,1,1,-1.5,9,0.9,-13,-6
COc1ccc(C(=O)NCc2ccc3c(c2)OCO3)cc1,-1,0,1,0.3,6,1,3,11
CC(C)NCCOCCSc1ccc(Cl)cc1,9,2,1,-2.8,16,1,-10,0
CC(=O)Nc1ccc(C(=O)Nc2ccc(S(=O)(=O)N3CCCCC3)cc2)cc1,7,23*,1,3.5,3,0.83,-9,6
Cc1ccccc1Oc1cc(-n2ncc(Cl)c(Cl)c2=O)ncn1,11,7,1,1.7,1,.,-3,.
O=C(NCCCN1CCCCC1)C1(S(=O)(=O)c2ccc(Cl)cc2)CC1,4,1,-1,-1.9,15,1.1,-16,8
Nc1nc2c(ccc3ccccc32)s1,13,0,2,0.5,-20,0.74,-5,-21
CCC(C)OC(=O)n1ccc(C(=O)Nc2nccs2)n1 (stereo not given),1,3,4,-0.9,6,0.95,-1,-3
Cc1cc2oc(=O)cc(-c3ccccc3)c2c(C)c1-c1ccc(OC(F)(F)F)cc1,0,-1,1,1.7,2,.,-2,.
Cc1ccc(C)c(OCC(=O)Nc2ccc(S(=O)(=O)N3CCN(C)CC3)cc2)c1,4,3,0,-2.2,15,1.1,-11,-32
Cn1nc(C(=O)OCC(=O)Nc2ccc(Cl)cc2Cl)c2ccccc2c1=O,-10,1,0,0.0,-10,0.87,8,3
Cn1c(=O)c([N+](=O)[O-])c(N2CCSCC2)c2ccccc21,-2,0,3,15,-1,1,-1,2
COc1nc(C)nc2c1ccc1ccccc12,15,-2,0,2.0,3,0.85,-5,6
CN(CC(=O)NC1CCCC1)S(=O)(=O)c1cnc[nH]1,-10,-2,3,-0.4,8,1,-5,-27
Cc1ccc(N(C(=O)CNC(=O)c2ccco2)C(C(=O)NC2CCCC2)c2ccncc2)c(C)c1 (stereo not given),-22,-1,0,0.1,4,1.1,-2,-9
CN1CCN(CCCNC(=O)CN2C(=O)COc3ccccc32)CC1,-6,-3,0,0.5,12,0.97,7,11
O=C1c2ccccc2C(=O)N1OS(=O)(=O)c1ccc(F)cc1,36,2,1,-0.6,-313,.,13,.
O=C(NCCCO)/C(=C\C=C\c1ccccc1)NC(=O)c1ccccc1Cl,-5,-2,3,-2.2,-23,0.95,-7,-28
O=c1[nH]c2cccnc2n1Cc1ccccc1,-12,0,1,-0.9,14,0.94,0,1

# 2 records drawn at random from those above, as already listed:
SMILES,PfG6PD inh,NR3A LBD binder,SENP1 FRET inh,MPTP inh,SENP8 inh,hIAP activ,ATG4B inhibitor,SENP6 block
O=C1c2ccccc2C(=O)N1OS(=O)(=O)c1ccc(F)cc1,36,2,1,-0.6,-313,.,13,.
CCC(C)OC(=O)n1ccc(C(=O)Nc2nccs2)n1 (stereo not given),1,3,4,-0.9,6,0.95,-1,-3

# Next section:
SMILES,PfG6PD inh,NR3A LBD binder,SENP1 FRET inh,MPTP inh,SENP8 inh,hIAP activ,ATG4B inhibitor,SENP6 block
O=c1ccc(-c2ccc(S(=O)(=O)Nc3ccccc3Cl)o2)n[nH]1,-15,0,3,-0.3,8,0.92,5,7
CCOC(=O)C1=C(C)NC(=S)NC1c1cc(C)sc1C (stereo not given),1,0,3,1.5,5,1,-5,-16
O=C(NCc1cccnc1)c1ccc(CS(=O)(=O)c2ccc(Cl)cc2)o1,-6,-1,-1,-2.7,29,1,2,0
CC(C)[N+]1=C2C=CC=CC=C2SC12C([N+](=O)[O-])=CC(=[N+]([O-])[O-])C=C2[N+](=O)[O-] (stereo not given),14,1,0,2.4,20,0.99,-7,2

# In a second layout: entries from further up.
SMILES | PfG6PD inh | NR3A LBD binder | SENP1 FRET inh | MPTP inh | SENP8 inh | hIAP activ | ATG4B inhibitor | SENP6 block
Nc1nc2c(ccc3ccccc32)s1 | 13 | 0 | 2 | 0.5 | -20 | 0.74 | -5 | -21
CCC(C)OC(=O)n1ccc(C(=O)Nc2nccs2)n1 (stereo not given) | 1 | 3 | 4 | -0.9 | 6 | 0.95 | -1 | -3
Cc1cc2oc(=O)cc(-c3ccccc3)c2c(C)c1-c1ccc(OC(F)(F)F)cc1 | 0 | -1 | 1 | 1.7 | 2 | . | -2 | .
Cc1ccc(C)c(OCC(=O)Nc2ccc(S(=O)(=O)N3CCN(C)CC3)cc2)c1 | 4 | 3 | 0 | -2.2 | 15 | 1.1 | -11 | -32
Cn1nc(C(=O)OCC(=O)Nc2ccc(Cl)cc2Cl)c2ccccc2c1=O | -10 | 1 | 0 | 0.0 | -10 | 0.87 | 8 | 3
Cn1c(=O)c([N+](=O)[O-])c(N2CCSCC2)c2ccccc21 | -2 | 0 | 3 | 15 | -1 | 1 | -1 | 2
COc1nc(C)nc2c1ccc1ccccc12 | 15 | -2 | 0 | 2.0 | 3 | 0.85 | -5 | 6
CN(CC(=O)NC1CCCC1)S(=O)(=O)c1cnc[nH]1 | -10 | -2 | 3 | -0.4 | 8 | 1 | -5 | -27
Cc1ccc(N(C(=O)CNC(=O)c2ccco2)C(C(=O)NC2CCCC2)c2ccncc2)c(C)c1 (stereo not given) | -22 | -1 | 0 | 0.1 | 4 | 1.1 | -2 | -9
CN1CCN(CCCNC(=O)CN2C(=O)COc3ccccc32)CC1 | -6 | -3 | 0 | 0.5 | 12 | 0.97 | 7 | 11
O=C1c2ccccc2C(=O)N1OS(=O)(=O)c1ccc(F)cc1 | 36 | 2 | 1 | -0.6 | -313 | . | 13 | .
O=C(NCCCO)/C(=C\C=C\c1ccccc1)NC(=O)c1ccccc1Cl | -5 | -2 | 3 | -2.2 | -23 | 0.95 | -7 | -28
O=c1[nH]c2cccnc2n1Cc1ccccc1 | -12 | 0 | 1 | -0.9 | 14 | 0.94 | 0 | 1
O=c1ccc(-c2ccc(S(=O)(=O)Nc3ccccc3Cl)o2)n[nH]1 | -15 | 0 | 3 | -0.3 | 8 | 0.92 | 5 | 7

# No enrichment for hits; 6.7% or so of the library scored in one or more.
